Assay outcomes deposited in PubChem BioAssay by NCI.
sgs1 mgt1: NCI yeast anticancer drug screen, S. cerevisiae sgs1 mgt1 strain. % growth inhibition at 50 µM. 78,000 compounds, 10% hits. AID 161;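 further: 0% = growth of vehicle-only cultures of the same strain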
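Read-out: growth inhibition vs vehicle controls. Cells: mutant yeast strain deficient in DNA damage repair.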
yeast rad50: NCI yeast anticancer drug screen, S. cerevisiae rad50 strain. % growth inhibition at 50 µM. 79,000 compounds, 10% hits;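 further: 0% = growth of vehicle-only cultures of the same strain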
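Growth of the mutant yeast was measured after compound exposure and referenced to vehicle-treated cultures.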
mlh1 rad18: NCI yeast anticancer drug screen, S. cerevisiae mlh1 rad18 strain; growth inhibition, % at 50 µM; 79,000 compounds, 11% hits; AID 175;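 further: 0% = growth of vehicle-only cultures of the same strain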
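Steps: expose repair-defective yeast to compound; measure growth; express inhibition against vehicle-treated controls.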
mec2-1: NCI yeast anticancer drug screen, S. cerevisiae mec2-1 strain; AID 157; 79,000 compounds, 9% hits; growth inhibition, % at 50 µM;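 further: 0% = growth of vehicle-only cultures of the same strain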
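Mutant yeast (mec2-1) grown with compound; growth inhibition relative to vehicle control reported.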
yeast bub3: NCI yeast anticancer drug screen, S. cerevisiae bub3 mutant strain; 78,000 compounds, 9.9% hits; % growth inhibition at 50 µM;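 further: 0% = growth of vehicle-only cultures of the same strain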
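Mutant yeast screening strain plus compound; vehicle-treated cultures serve as the 0% inhibition reference.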
yeast cln2 rad14: NCI yeast anticancer drug screen, S. cerevisiae cln2 rad14 strain. AID 165. growth inhibition, % at 50 µM. 78,000 compounds, 8.3% hits;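 further: 0% = growth of vehicle-only cultures of the same strain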
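Relative to vehicle controls, growth inhibition of compound-treated cln2 rad14 yeast was recorded.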
* marks the source's active call; other numbers are inactive results; / = not tested or not shown. No stated cut-off is given here; in the data, active means growth inhibition above about 70%; inactive means the rest.

Short keys: A = sgs1 mgt1; B = yeast rad50; C = mlh1 rad18; D = mec2-1; E = yeast bub3; F = yeast cln2 rad14
> COc1ccc(NC(=O)C(C)Oc2ccc(OCC3CCCCC3)cc2)cc1 (stereo not given)
  A: -42 | B: -23 | C: -30 | D: -40 | E: -57 | F: -26
> Cc1ccc(NCS(=O)(=O)O)cc1
  A: 24 | B: 3 | C: 26 | D: 1 | E: -6 | F: 44
> CC1=NN(C(=O)CC(=O)Nc2cccc(C)c2)C(=O)C1N=Nc1ccc(C(=O)O)cc1 (stereo not given)
  A: 13 | B: -34 | C: 26 | D: 6 | E: -3 | F: -12
> O=C1CSC(=O)N1c1ccccc1
  A: 4 | B: 8 | C: -11 | D: 0 | E: 14 | F: 31
> O=c1cc(CO)oc(C(Nc2ccccc2)c2ccccc2)c1O (stereo not given)
  A: 10 | B: 11 | C: -2 | D: -6 | E: 8 | F: -15
> O=C1C=CC(=O)c2c1ccc1c3ccccc3n(CCCCCCCCn3c4ccccc4c4ccc5c(c43)C(=O)C=CC5=O)c21
  A: -28 | B: -24 | C: -22 | D: -32 | E: -32 | F: -49
> Cc1[nH]nc2c(N)ncnc12
  A: -5 | B: 2 | C: -13 | D: -5 | E: 5 | F: 12
> CC1(C)COC(C)(c2ccccc2)OC1
  A: 26 | B: 20 | C: 6 | D: 1 | E: -3 | F: 17
> CC(C)(C)OC(=O)N/N=C(/N)Cc1ccccc1
  A: -18 | B: -36 | C: 6 | D: -4 | E: 6 | F: 6
> FC1=C2CCCCCC2SC1(F)F (stereo not given)
  A: -1 | B: -8 | C: 17 | D: -16 | E: 4 | F: -7
> CCOC(=O)c1ccc(Nc2cnc3ccc(C(F)(F)F)cc3n2)cc1
  A: 25 | B: 14 | C: -33 | D: -2 | E: 31 | F: 15
> COc1cc(C2C(Cl)C(=O)N2NC(=O)Cc2ccccc2)cc(Br)c1O (stereo not given)
  A: 21 | B: 26 | C: 15 | D: 12 | E: 15 | F: -24
> CN(C)CCN=C1Nc2ccccc2C(=S)N2CSCC12 (stereo not given)
  A: -10 | B: -1 | C: 12 | D: 17 | E: 6 | F: -2
> COc1nc(N)nc2c1ncn2C1CC(O)C(CO)O1 (stereo not given)
  A: -12 | B: -2 | C: 0 | D: -21 | E: -54 | F: -22
> O=[N+]([O-])C(CO)(CO)c1ccccc1
  A: 6 | B: 25 | C: 16 | D: 2 | E: 4 | F: 19
> CN(C)c1ccc(C2=CC(c3ccc(N(C)C)cc3)(c3ccc(C(F)(F)F)cc3)C=C(c3ccc(N(C)C)cc3)S2)cc1
  A: 5 | B: -23 | C: -6 | D: 6 | E: 1 | F: -26
> CCOc1cc(/C=N/NC(=O)C(O)C(O)C(O)C(O)CO)ccc1O (stereo not given)
  A: 28 | B: 2 | C: 31 | D: 39 | E: 40 | F: 4
> Cc1ccc(C)c(NC(=O)C(=O)C(c2cnc3ccc([N+](=O)[O-])cc3n2)[N+](=O)[O-])c1 (stereo not given)
  A: 19 | B: 12 | C: 15 | D: -14 | E: 12 | F: 12
> CCOC(=O)C(CC(=O)O)=C(c1ccccc1)c1ccccc1
  A: 8 | B: 18 | C: -8 | D: 18 | E: 25 | F: 80*
> COc1cc(C2c3cc4c(cc3OC(NCCc3ccccc3)C2C)OCO4)cc(OC)c1OC (stereo not given)
  A: 0 | B: -16 | C: 11 | D: -41 | E: 1 | F: -25
> CCC1([N+](C)(C)C)CSC1C (stereo not given)
  A: 4 | B: 5 | C: -1 | D: 3 | E: -9 | F: -27
> CCCCCCCC(=O)N1C2CN3C4=C(C(=O)C(N)=C(C)C4=O)C(COC(N)=O)C3(OC)C21 (stereo not given)
  A: 30 | B: 19 | C: 47 | D: 13 | E: 19 | F: 21
> NC(=NCC(O)c1ccccc1)Nc1ccccc1 (stereo not given)
  A: 15 | B: 1 | C: 11 | D: -9 | E: 18 | F: 6
> CCCCOC(=O)c1ccc(NC(=O)Nc2ccc([N+](=O)[O-])cc2OC)cc1
  A: -18 | B: -24 | C: 6 | D: -11 | E: -1 | F: 51
> CSc1cc(/C=C/c2ccccc2)ccc1N
  A: -9 | B: 1 | C: 2 | D: 2 | E: 5 | F: -33

Short keys: A = sgs1 mgt1; B = yeast rad50; C = mlh1 rad18; D = mec2-1; E = yeast bub3; F = yeast cln2 rad14
> CCOc1cc(/C=C2\N=C(c3ccccc3)OC2=O)ccc1O
  A: 3 | B: 5 | C: -3 | D: 1 | E: -13 | F: -51
> CNC(=O)c1n[nH]c(=S)[nH]c1=O
  A: 1 | B: -7 | C: -8 | D: -5 | E: -7 | F: -53
> CCN(CC)c1ccc(/C=C\C(=O)c2ccc(NC(C)=O)cc2)cc1
  A: 52 | B: 23 | C: 52 | D: 55 | E: 77* | F: 29
> CCOP(=O)(OCC)/C(C#N)=C/c1ccc(N(C)C)cc1
  A: 12 | B: 16 | C: 6 | D: -9 | E: -14 | F: 10
> CC(=O)CCC(=O)c1ccoc1
  A: 4 | B: 9 | C: 9 | D: -4 | E: -10 | F: -10
> COCCCNC1=C(C#N)C(=O)NC(c2cccs2)S1 (stereo not given)
  A: 3 | B: 2 | C: -35 | D: 0 | E: 5 | F: 1
> CC(C)(C)c1nc2c(o1)C(=Nc1ccc(F)cc1)c1ccccc1C2=O
  A: 15 | B: 9 | C: -2 | D: 3 | E: 1 | F: 38
> [N-]=[N+]=Nc1c(Cl)c(Cl)nc2ccccc12
  A: 27 | B: 30 | C: 11 | D: -23 | E: 17 | F: 9
> CN(C=O)c1ccc([N+](=O)[O-])cc1
  A: -7 | B: 7 | C: -3 | D: -6 | E: 1 | F: 6
> CCOC(=O)c1cnc(SC)nc1Nc1cccc(Cl)c1Cl
  A: 36 | B: 1 | C: 25 | D: 99* | E: 99* | F: 98*
> O=C1NC(=O)C(c2ccc3c(c2)OCO3)N1 (stereo not given)
  A: -6 | B: -3 | C: 7 | D: -11 | E: -23 | F: -31
> CCOC(C)(OCC)c1ccccc1
  A: -2 | B: -9 | C: 29 | D: 21 | E: 9 | F: 24
> N#[N+]c1ccc2c(S(=O)(=O)O)cccc2c1O
  A: / | B: -18 | C: -26 | D: -16 | E: / | F: /
> c1ccc2cc3c(cc2c1)Nc1cc2ccccc2cc1N3
  A: / | B: -30 | C: -26 | D: -22 | E: / | F: /
> O=C1c2ccccc2C(=O)c2c(O)c(Cc3ccccc3)cc(O)c21
  A: 2 | B: 5 | C: 4 | D: 12 | E: 10 | F: 14
> CC1(C)C2CCC1(C)C1(C2)OC(CCl)CS1 (stereo not given)
  A: 14 | B: 7 | C: 8 | D: -14 | E: 22 | F: 4
> CN1CCC(CNc2ccccc2)CC1
  A: 6 | B: 4 | C: 3 | D: 0 | E: 14 | F: -20
> O=C(NC(=O)c1cn(CCN2CCNCC2)c(=O)[nH]c1=O)OCc1ccccc1
  A: 7 | B: 0 | C: 25 | D: 27 | E: 42 | F: 15
> Oc1cc(C(c2ccccc2)c2ccccc2)c2ccccc2c1O
  A: 98* | B: 98* | C: 98* | D: 98* | E: 98* | F: 98*

4 entries from above, field by field:
Compound: O=C1c2ccccc2C(=O)c2c(O)c(Cc3ccccc3)cc(O)c21
  sgs1 mgt1 = 2	yeast rad50 = 5	mlh1 rad18 = 4	mec2-1 = 12	yeast bub3 = 10	yeast cln2 rad14 = 14
Compound: CC1(C)C2CCC1(C)C1(C2)OC(CCl)CS1 (stereo not given)
  sgs1 mgt1 = 14	yeast rad50 = 7	mlh1 rad18 = 8	mec2-1 = -14	yeast bub3 = 22	yeast cln2 rad14 = 4
Compound: CN1CCC(CNc2ccccc2)CC1
  sgs1 mgt1 = 6	yeast rad50 = 4	mlh1 rad18 = 3	mec2-1 = 0	yeast bub3 = 14	yeast cln2 rad14 = -20
Compound: O=C(NC(=O)c1cn(CCN2CCNCC2)c(=O)[nH]c1=O)OCc1ccccc1
  sgs1 mgt1 = 7	yeast rad50 = 0	mlh1 rad18 = 25	mec2-1 = 27	yeast bub3 = 42	yeast cln2 rad14 = 15

In another format: entries from further up.
| Compound | sgs1 mgt1 | yeast rad50 | mlh1 rad18 | mec2-1 | yeast bub3 | yeast cln2 rad14 |
| --- | --- | --- | --- | --- | --- | --- |
| O=C1NC(=O)C(c2ccc3c(c2)OCO3)N1 (stereo not given) | -6 | -3 | 7 | -11 | -23 | -31 |
| CCOC(C)(OCC)c1ccccc1 | -2 | -9 | 29 | 21 | 9 | 24 |
| N#[N+]c1ccc2c(S(=O)(=O)O)cccc2c1O | / | -18 | -26 | -16 | / | / |
